Assay outcomes: PubChem, National Center for Advancing Translational Sciences (NCATS)
Pol kappa inh – DNA polymerase kappa (human) inhibition; Q9UBT6; purified Pol kappa, fluorescent DNA synthesis assay, 10 min; Potency, µM (top dose mostly 107 µM), for the others: at the top dose activity, negative = inhibition, most hits filed as inhibitors; 400,000 compounds, 0.53% hits; AID 588579; also: potency is read from the fitted curve at half-maximal effect; % is scaled to controls: 0 for no effect and ±100 for the full control effect
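Here, compound and 10 nM enzyme are combined for 15 min at room temperature; adding 50 nM substrate (final) starts DNA synthesis, tracked by fluorescence at 0 and 10 min against buffer-only wells.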
RXFP1 antagonist – blocks the human relaxin receptor RXFP1. AID 1259400. HEK293-RXFP1, relaxin-stimulated cAMP HTRF, 30 min; active compounds read low. activity change, negative = inhibition, % at 57.5 µM. 350,000 compounds, 0.59% hits. Q9HBX9;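 active = activity change of -60% or lower, but not beyond a set lower limit; inconclusive = change between -60% and -40%, or beyond the set limit; inactive = change above -40%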; also: % is scaled to controls: 0 for no effect and ±100 for the full control effect
Target sequence (Q9HBX9 whole entry, looked up): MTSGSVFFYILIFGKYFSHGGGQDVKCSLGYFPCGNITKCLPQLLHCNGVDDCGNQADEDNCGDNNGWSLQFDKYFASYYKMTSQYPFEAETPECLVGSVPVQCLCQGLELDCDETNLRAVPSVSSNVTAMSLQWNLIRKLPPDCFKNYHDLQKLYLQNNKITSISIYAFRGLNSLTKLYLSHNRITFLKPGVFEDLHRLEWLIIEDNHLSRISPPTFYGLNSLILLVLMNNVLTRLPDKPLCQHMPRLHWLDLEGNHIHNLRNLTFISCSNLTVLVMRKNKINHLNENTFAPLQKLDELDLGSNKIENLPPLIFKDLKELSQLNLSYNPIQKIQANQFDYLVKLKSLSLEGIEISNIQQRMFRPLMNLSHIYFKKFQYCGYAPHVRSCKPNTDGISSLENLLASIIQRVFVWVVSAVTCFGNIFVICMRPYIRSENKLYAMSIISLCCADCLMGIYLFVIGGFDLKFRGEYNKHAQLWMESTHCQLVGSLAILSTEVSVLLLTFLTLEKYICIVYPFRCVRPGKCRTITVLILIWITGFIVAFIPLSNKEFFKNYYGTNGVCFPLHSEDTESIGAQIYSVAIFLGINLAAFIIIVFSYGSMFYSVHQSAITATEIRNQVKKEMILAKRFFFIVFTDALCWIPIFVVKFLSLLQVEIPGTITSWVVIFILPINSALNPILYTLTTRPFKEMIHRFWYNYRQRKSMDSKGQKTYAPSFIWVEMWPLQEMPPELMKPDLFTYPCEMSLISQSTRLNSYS
Anesthetic bind – candidate novel general anesthetic via apoferritin binding; Potency, µM (titrated, usually from 77.5 µM), inactives show top-dose activity change, negative = displacement, usual class: inhibitors; 350,000 compounds, 0.074% hits; apoferritin/1-aminoanthracene competitive binding, fluorescence; AID 485281; also: potency is read from the fitted curve at half-maximal effect; % is scaled to controls: 0 for no effect and ±100 for the full control effect; nearly all actives have a fitted effect of over 20% in size
Target sequence (P02791 2-175 limits assumed): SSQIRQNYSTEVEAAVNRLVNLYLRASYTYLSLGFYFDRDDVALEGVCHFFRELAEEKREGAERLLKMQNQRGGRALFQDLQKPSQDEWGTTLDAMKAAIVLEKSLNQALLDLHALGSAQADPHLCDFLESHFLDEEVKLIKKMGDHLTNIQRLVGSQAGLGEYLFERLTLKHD
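Steps: apoferritin (10 uM) was premixed with half-saturated 1-AMA in PBS, compounds were pin-transferred, plates stood 10 min at room temperature, fluorescence was read at 380/535 nm, and curves were fitted with a Hill equation.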
Pol eta inh – DNA polymerase eta (human) inhibition; Potency, µM (doses to about 114 µM), inactives show top-dose activity change, negative = inhibition, actives largely listed as inhibitors; recombinant Pol eta, fluorescent DNA replication assay; AID 588591; 390,000 compounds, 1.2% hits; also: potency is read from the fitted curve at half-maximal effect; % is scaled to controls: 0 for no effect and ±100 for the full control effect
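Fluorescent replication assay: 50 nM final substrate added after a 15 min room-temperature compound preincubation with 10 nM enzyme. Signal taken at 0 min and again at 10 min.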
APEX1 inh – inhibitors of human APE1 endonuclease; P27695; recombinant APE1, TAMRA/BHQ-2 abasic DNA cleavage fluorescence; Potency, µM (titrated, usually from 65.8 µM), for the others: top-dose activity change, negative = inhibition, actives largely listed as inhibitors; 350,000 compounds, 0.35% hits;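 also: potency is read from the fitted curve at half-maximal effect; plate controls were vehicle for no effect and reference inhibitor for full effect; nearly all actives have a fitted effect of over 55% in size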
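Enzyme (0.75 nM final) and test compound are incubated 15 min at room temperature before adding 50 nM quenched THF abasic-site duplex. Cleavage dequenches TAMRA, followed at 525/598 nm over three reads one minute apart.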
BLM helicase inh – Bloom syndrome helicase (human) inhibition. recombinant BLM DNA unwinding, fluorescence dequenching. Potency, µM (doses to about 56.1 µM), for the others: at the top dose activity change, negative = inhibition, usual class: inhibitors. P54132. 350,000 compounds, 0.2% hits;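 also: potency is read from the fitted curve at half-maximal effect; plate controls were vehicle for no effect and no enzyme for full effect; nearly all actives have a fitted effect of over 35% in size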
Pol iota inh – blocks human DNA polymerase iota activity | Potency, µM (series often up to 115 µM), inactives show at the top dose activity, negative = inhibition, usual class: inhibitors | Pol iota fluorescent replication assay, 10 min | 390,000 compounds, 1% hits | Q9UNA4; also: potency is read from the fitted curve at half-maximal effect
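Fluorescent replication assay read twice, at 0 min and 10 min after adding 50 nM (final) substrate. Enzyme (10 nM) and compounds were first incubated 15 min at room temperature; enzyme-free buffer wells were negative controls.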
POLB inh – blocks human DNA polymerase beta activity | P06746 | AID 485314 | Potency, µM (doses to about 114 µM), inactives show at the highest dose activity change, negative = inhibition, actives largely listed as inhibitors | Pol beta primer extension/strand displacement, fluorescence kinetic | 340,000 compounds, 1.3% hits; also: potency is read from the fitted curve at half-maximal effect; % is scaled to controls: 0 for no effect and ±100 for the full control effect
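Preincubation: enzyme (10 nM) with compound, 15 min, RT. Reaction: substrate added to 50 nM final. Reads: 0 and 10 min. Analysis: normalized, Hill fit.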
Tb PGK inh – T. brucei PGK inhibition; PGK/GAPDH coupled, Kinase-Glo luminescence, 60 min; Potency, µM (doses to about 57.5 µM), for the others: at the highest dose activity change, negative = inhibition, hits mostly inhibitors; 380,000 compounds, 0.043% hits; AID 602233; also: potency is read from the fitted curve at half-maximal effect; % is scaled to controls: 0 for no effect and ±100 for the full control effect; nearly all actives have a fitted effect of over 60% in size
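Recombinant glycosomal PGK reaction used 1,3-bisphosphoglycerate generated in-well by GAPDH (100nM final) in 100mM TEA pH 7.6, 5mM MgCl2, 0.01% Tween-20. After 60 minutes at room temperature, ATP was read by Kinase-Glo Plus luminescence end-point.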
Numbers without * were called inactive; i = inactive; ? = inconclusive; . = not tested or not shown; & = joins results of further samples; [ ] = another dose, or the depositor's remark. Unless noted, calls follow the shape of the dose curve; as a rule, active = well fitted curve in the direction sought with a large enough effect; inconclusive = small, poorly fitted or top-dose-only effect, or another doubt; inactive = no such curve, though single readings can be large; an effect the other way counts as inactive or inconclusive. Some of the compounds tested; rates above refer to the full screens.

compound	Pol kappa inh	Tb PGK inh	RXFP1 antagonist	Pol eta inh	BLM helicase inh	APEX1 inh	Pol iota inh	Anesthetic bind	POLB inh
O=C(NCc1ccco1)c1ccc(N2CCCCC2)c([N+](=O)[O-])c1	-11%	-3%	-5	-15%	-3%	-4%	163%[activator]	-10%	25%
COc1ccc(Br)cc1-c1noc(-c2ccccc2F)n1	-12%	6%	1	-16%	-5%	-3%	23%	1%	29%
COC(=O)c1ccc(CSc2nc3c(c(=O)[nH]2)CCC3)cc1	0%	.	-8	.	-1%	.	57%[activator]	-8%	1%
COc1ccc(-c2ccc3nnc(SCC(=O)NCC4CCCO4)n3n2)cc1 (stereo not drawn)	-9%	-8%	4	-4%	.	-8%	1%	.	.
Cc1ccc(CNC(=O)c2cccnc2Cl)cc1	-9%	-2%	18	-2%	-9%	0%	58%[activator]	-4%	-1%
Cc1ccc(NS(=O)(=O)c2cccc([N+](=O)[O-])c2)nc1	-2%	3%	12	10%	-5%	0%	65%[activator]	-1%	-2%
O=C(O)/C=C\C(=O)Nc1cccc(NC(=O)c2ccccc2)c1	-20%	4%	-16	-10%	-7%	6%	-26%	-9%	-15%
CC(C)CC(=O)N1CCN(c2ccc([N+](=O)[O-])cc2Cl)CC1	12%	-2%	-14	-8%	0%	-3%	24%	-1%	0%
COC(=O)C1=C(C)N(Cc2ccccc2)C(=NCCc2cccnc2)N[C@H]1c1ccc(Br)cc1	-16%	8%	.	-10%	-3%	5%&44%	-2%	?	15%
CC(C)CC1=NN(C(=O)c2ccco2)C(O)(C(F)(F)F)C1 (stereo not drawn)	2%	-7%	11	2%	-1%	8%	34%[activator]	-14%	38%
COc1ccc(CN(CC(=O)NCC2CCCO2)C(=O)CCC(=O)Nc2cc(C)on2)cc1 (stereo not drawn)	-6%	-3%	2	6%	2%	4%	-3%	-3%	-2%
CC(C)c1nc2sc3c(NCc4ccccc4)ncnc3c2c2c1COC(C)(C)C2	-7%	-4%	-19	4%	-3%	4%	-3%	-10%	?
CN(C)Cc1c(C(=O)N/N=C/c2ccco2)nnn1-c1nonc1N	-4%	-2%	13	-8%	-3%	-3%	157%[activator]	-3%	0%
N#Cc1ccsc1NC(=O)COC(=O)CCS(=O)(=O)c1ccccc1	?	-4%	8	32µM*	.	-32%	?	.	.
O=C1c2ccccc2S(=O)(=O)N1Cc1cc(=O)n2ccsc2n1	-12%	-3%	-6	6%	-4%	-1%	14%	-9%	3%

The list goes on.
compound	Pol kappa inh	Tb PGK inh	RXFP1 antagonist	Pol eta inh	BLM helicase inh	APEX1 inh	Pol iota inh	Anesthetic bind	POLB inh
O=C1CC(/C=C/c2ccccc2)(C(=O)NC2CCCC2)N1c1ccc(S(=O)(=O)N2CCCC2)cc1 (stereo not drawn)	-15%	2%	2	-15%	-2%	3%	17%	-12%	3%
O=S(=O)(c1ccc(OC(F)(F)F)cc1)N1CCCC(c2ccccc2)C1 (stereo not drawn)	-4%	.	1	-17%	-3%	-2%	?	-9%	17%
COC(=O)c1ccc(CNC(=O)COC(=O)c2cccs2)cc1	-8%	-6%	-5	-16%	.	3%	20%	.	.
CCC(=O)N1CCN(c2ccc(NC(=O)COc3ccccc3[N+](=O)[O-])cc2)CC1	0%	-2%	-8	-2%	-4%	-4%	14%	-20%	17%
CCOc1ccc(N(CC(=O)Nc2ccc(C)c(C)c2)S(=O)(=O)c2c(C)[nH]c(=O)[nH]c2=O)cc1	-1%	6%	-3	-21%	-4%	-3%	35%[activator]	-18%	-25%
CCCC(=O)NCCc1nc2ccccc2n1CC(=O)c1ccccc1	5%	i	-9	-11%	3%	1%	29%	-10%	1%
Cc1ccc2n(n1)c(=O)c(Cc1ccccc1)c([O-])[n+]2-c1ccccc1	-2%	6%	.	-14%	-1%	3%	15%	79%[activator]	5%
Cc1cccc(C)c1OCCN1CCCC1	-7%	0%	-16	3%	5%	-4%	?	-2%	-1%
OCC1(Cc2ccccc2)CCN(C2CCN(c3ccc(F)c(F)c3)CC2)CC1	-7%	i	?	-23%	-5%	?	51%[activator]	?	14%
Cc1cc(Cl)ccc1NS(=O)(=O)c1cc2[nH]c(=O)c(=O)[nH]c2cc1C	-9%	11%	4	-8%	-2%	.	16%	-14%	39%
COc1ccc(/C=C/CN2CCC(CO)(Cc3ccccc3Cl)CC2)cc1	-11%	4%	-33	-23%	1%	22%	-6%	-13%	-22%
O=C(COC(=O)CCNS(=O)(=O)c1ccccc1)Nc1ccc(OC(F)F)cc1	12%	-9%	-2	-12%	.	9%	2%	.	.
NNC(=O)c1[nH]c2ccc(Cl)cc2c1-c1ccccc1	-3%	-5%	-11	-23%	-11%	1%	126%[activator]	-14%	16%
CCCCc1ccc(S(=O)(=O)Nc2cc(C)on2)cc1	7%[60.1 µM]	-5%	-19	-5%	-3%	15%	1%	5%	24%
CC(C)Cc1nc2sc3c(SCC(N)=O)ncnc3c2c2c1CCC2	-16%	-9%	6	40%[activator]	-3%	2%	?	-5%	2%

Taken from above.
Value for `CC(C)Cc1nc2sc3c(SCC(N)=O)ncnc3c2c2c1CCC2` under RXFP1 antagonist: 6
Value for `COC(=O)c1ccc(CNC(=O)COC(=O)c2cccs2)cc1` under Pol kappa inh: -8%

Next section.
compound	Pol kappa inh	Tb PGK inh	RXFP1 antagonist	Pol eta inh	BLM helicase inh	APEX1 inh	Pol iota inh	Anesthetic bind	POLB inh
CNC(=O)c1sc(-c2ccc(Cl)cc2)nc1C	-11%	7%	-19	-6%	5%	5%	9%	-7%	17%
CC(=O)N1C=Cc2c(c(C)c3c([nH]c4ccccc43)c2C)C1	.	.	.	.	4%	0%	.	-7%	?
O=C(c1ccc2c(c1)OCCCO2)N1CCCCC1	-14%	6%	7	-23%	-2%	-1%	14%	1%	-8%
O=C(Nc1cccc(S(=O)(=O)N2CCCCCC2)c1)C1CCN(C(=O)c2ccc(Cl)cc2)CC1	1%	i	0	-20%	.	-24%	23%	.	.
O=C(O)CCC(=O)Nc1ccc(SSc2ccc(NC(=O)CCC(=O)O)cc2)cc1	-14%	-5%	-5	-11%	0%	2%	115%[activator]	-11%	21%
CC(=O)N(CC(C)C(=O)O)c1c(I)cc(I)c(N)c1I (stereo not drawn)	-21%	-2%	.	-11%	.	17%	3%	.	.
CC(=O)N1CCOc2ccc(S(=O)(=O)N3CCC(C(=O)NCc4ccc(C)cc4)CC3)cc21	-7%	-3%	-6	6%	-1%	-8%	12%	-4%	35%[activator]
Cc1nnsc1S(=O)c1ccc(F)cc1 (stereo not drawn)	-4%	-8%	0	-2%	-3%	44%[activator]	9%	0%	24%
CC(C)C(C(=O)NCC1CCCO1)N(CC1CCCO1)C(=O)CNS(=O)(=O)c1ccccc1 (stereo not drawn)	?	-7%	-12	3%	-1%	69%[activator]	-6%	-3%	40%
COCCOC(=O)c1c(C)oc2ccc(OCc3ccccc3)cc12	-6%	i	-16	-24%	-2%	0%	57%[activator]	2%	83%
Cc1ccc(Sc2cc(C(=O)NCCCN(C)C)c3ccccc3n2)cc1	3%	-4%	-18	-10%	-2%	-10%	5%	-7%	23%
CC(=O)N1CCCc2cc(S(=O)(=O)N3CCCC(C(=O)Nc4ccc(C)c(F)c4)C3)ccc21 (stereo not drawn)	-6%[60.1 µM]	i	-15	-8%	-3%	.	-5%	1%	-2%
COc1ccc(N2C(=O)N3[C@H](c4cccc(C)c4)[C@@H]4C(=O)N(Cc5ccccc5)C(=O)[C@@H]4[C@]3(Cc3ccccc3)C2=O)cc1	1%	-9%	.	-14%	-4%	7%	21%	4%	6%

In a second layout: entries from further up
> Cc1ccc(Sc2cc(C(=O)NCCCN(C)C)c3ccccc3n2)cc1
  Pol kappa inh: 3%
  Tb PGK inh: -4%
  RXFP1 antagonist: -18
  Pol eta inh: -10%
  BLM helicase inh: -2%
  APEX1 inh: -10%
  Pol iota inh: 5%
  Anesthetic bind: -7%
  POLB inh: 23%

> Cc1nnsc1S(=O)c1ccc(F)cc1 (stereo not drawn)
  Pol kappa inh: -4%
  Tb PGK inh: -8%
  RXFP1 antagonist: 0
  Pol eta inh: -2%
  BLM helicase inh: -3%
  APEX1 inh: 44%[activator]
  Pol iota inh: 9%
  Anesthetic bind: 0%
  POLB inh: 24%

> O=C(c1ccc2c(c1)OCCCO2)N1CCCCC1
  Pol kappa inh: -14%
  Tb PGK inh: 6%
  RXFP1 antagonist: 7
  Pol eta inh: -23%
  BLM helicase inh: -2%
  APEX1 inh: -1%
  Pol iota inh: 14%
  Anesthetic bind: 1%
  POLB inh: -8%

> COc1ccc(N2C(=O)N3[C@H](c4cccc(C)c4)[C@@H]4C(=O)N(Cc5ccccc5)C(=O)[C@@H]4[C@]3(Cc3ccccc3)C2=O)cc1
  Pol kappa inh: 1%
  Tb PGK inh: -9%
  RXFP1 antagonist: .
  Pol eta inh: -14%
  BLM helicase inh: -4%
  APEX1 inh: 7%
  Pol iota inh: 21%
  Anesthetic bind: 4%
  POLB inh: 6%
